PLK1 kinase inh: blocks human PLK1 kinase activity. P53350. recombinant PLK1 kinase, TR-FRET peptide phosphorylation. inhibition, % at 10 µM. 0.53% of 97,000 active;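 active means inhibition of 50% or more in the single-concentration screen; inactive means inhibition below 50%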;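 further: 0% = DMSO max control and 100% = H-89 dihydrochloride min control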
FAK blocker: blocks human focal adhesion kinase activity; biochemical FAK kinase activity assay; Q05397; AID 727; 0.84% of 97,000 active; inhibition, %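 (tested at 7 µM)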; in the data active means inhibition above about 19%;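 further: 0% = DMSO and 100% = reference compound high control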
LYP act: activators of human LYP (PTPN22) phosphatase | Q9Y2R2 | recombinant LYP, DiFMUP fluorescence; 0 = plate median, 100 = signal doubled | activation, % at 2 µM | 0.11% of 96,000 active;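 active means activation at 2 µM above a set limit, the mean plus 5 SD, cut at about 37% in these data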
F-actin modifier: cytoskeleton assembly modification | HUVEC TNFa F-actin phalloidin imaging, high content | inhibition, % at 2 µM | 0.18% of 91,000 active | AID 836;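 active means inhibition above the batch mean plus 3 SD and confirmed as a hit by visual image inspection, cut at about 30% in these data, passing the limit was not always enough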; further: strong numbers were not always called active
PLK1 PBD inh: inhibitors of human Plk1 polo box domain binding. inhibition, %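 (tested at about 20 µM)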. 0.13% of 97,000 active. P53350. Plk1 PBD phosphopeptide binding, fluorescence polarization; in the data active means inhibition above about 34%, passing the limit was not always enough
PTK2B oligo ant: antagonists of human Pyk2 oligomerization; Q293 cells, Pyk2 FERM NanoBiT luminescence; active compounds read low; AID 1347419; 0.83% of 99,000 active; z-score (the deposit names both 25 µM and 10 µM);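 active means Z-score of -3 or lower, scaled per plate to the spread of control and sample wells; inactive means z-score above -3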;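 further: negative z-score means lost luminescence so less FERM oligomerization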
EphB4 ephrin blk: EphB4-ephrin-B2 interaction antagonism; P54760; EphB4 LBD / TNYL-RAW-Alexa532 peptide, fluorescence polarization; inhibition, % at 7 µM; 0.15% of 97,000 active;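 active means inhibition above the screen-wide mean inhibition plus 3 SD, cut at about 15% in these data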;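 further: 0% = DMSO wells and 100% = excess unlabeled TNYL-RAW peptide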
Target sequence (P54760 whole entry, looked up, the tested form may be a part): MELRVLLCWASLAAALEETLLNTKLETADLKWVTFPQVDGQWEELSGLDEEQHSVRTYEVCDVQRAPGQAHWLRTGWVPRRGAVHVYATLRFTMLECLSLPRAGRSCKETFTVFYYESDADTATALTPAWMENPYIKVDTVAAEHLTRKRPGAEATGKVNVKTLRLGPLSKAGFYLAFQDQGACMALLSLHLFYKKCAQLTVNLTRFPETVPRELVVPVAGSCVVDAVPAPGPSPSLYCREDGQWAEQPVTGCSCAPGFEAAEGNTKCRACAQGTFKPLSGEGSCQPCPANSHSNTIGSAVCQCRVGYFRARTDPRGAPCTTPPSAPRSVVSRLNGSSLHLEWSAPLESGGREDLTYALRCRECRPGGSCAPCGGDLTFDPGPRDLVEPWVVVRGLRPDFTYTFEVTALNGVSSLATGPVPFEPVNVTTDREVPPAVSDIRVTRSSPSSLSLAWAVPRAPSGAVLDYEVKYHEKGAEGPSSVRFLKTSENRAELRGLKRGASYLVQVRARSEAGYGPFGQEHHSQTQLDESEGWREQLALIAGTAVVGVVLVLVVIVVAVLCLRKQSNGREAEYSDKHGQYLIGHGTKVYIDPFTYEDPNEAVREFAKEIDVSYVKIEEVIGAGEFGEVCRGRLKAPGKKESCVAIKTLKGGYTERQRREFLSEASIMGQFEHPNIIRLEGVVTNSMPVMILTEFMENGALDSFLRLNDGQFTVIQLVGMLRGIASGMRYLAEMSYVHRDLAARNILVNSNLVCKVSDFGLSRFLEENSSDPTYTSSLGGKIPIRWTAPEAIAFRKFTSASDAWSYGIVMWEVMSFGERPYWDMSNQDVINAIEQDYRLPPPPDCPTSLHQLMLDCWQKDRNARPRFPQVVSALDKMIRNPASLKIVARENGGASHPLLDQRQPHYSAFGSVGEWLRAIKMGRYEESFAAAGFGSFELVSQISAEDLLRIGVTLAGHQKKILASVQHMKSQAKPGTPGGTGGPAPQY
LYP inh 2: blocks human PTPN22 phosphatase activity | inhibition, % at 2 µM | 0.21% of 96,000 active | AID 640 | recombinant LYP catalytic domain, DiFMUP fluorescence | Q9Y2R2;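 active means inhibition at 2 µM at or above a set limit, the screen mean plus 3 SD, cut at about 24% in these data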;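 further: 0% = DMSO with enzyme and 100% = enzyme fully blocked by orthovanadate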
Rev-RRE block: HIV Rev-RRE protein-RNA interaction inhibition. P05866. Rev peptide-RRE RNA binding, FRET. inhibition, % at 8 µM. 0.79% of 97,000 active. AID 704;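 active means inhibition above the screen-wide mean plus 3 SD, cut at about 35% in these data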;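 further: 0% = median DMSO wells and 100% = median Neomycin B control wells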
Target sequence (P05866 whole entry, looked up): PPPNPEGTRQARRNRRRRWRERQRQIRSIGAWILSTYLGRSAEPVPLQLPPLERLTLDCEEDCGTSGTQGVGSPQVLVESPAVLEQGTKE
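Material: labelled RRE RNA duplex and labelled Rev peptide / Buffer or medium: HEPES pH 7.5 salt buffer with EDTA / Compound dosing: single point, 8 µM final nominal compound concentration / Benchmarks: DMSO low control, neomycin B high control / Timing: 5 min preincubation and 15 min binding, 25 °C / Technique: FRET fluorescence readout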
The depositor's hits bear a star; . = not tested or not shown.

Below each SMILES: FAK blocker	Rev-RRE block	F-actin modifier	EphB4 ephrin blk	PLK1 PBD inh	LYP inh 2	LYP act	PTK2B oligo ant	PLK1 kinase inh
COc1ccccc1NC(=O)Cc1cccs1
    -2	4	-24	-7	27	5	-1	0.34	0
Cc1cccc(C)c1NC(=O)CCCSc1nnnn1C
    -7	1	-13	-5	4	-13	9	-0.27	-14
COc1ccccc1CCNC(=O)CSc1nc(-c2ccco2)cc(C(F)(F)F)n1
    -5	1	.	-6	1	.	.	.	-20
CO/N=C(/c1nonc1N)N1CCN(c2ccc([N+](=O)[O-])cc2)CC1
    -1	-3	3	-1	3	-5	8	0.23	-7
CCCS(=O)(=O)N1CCC(C(=O)NCCCN(C)Cc2ccccc2)CC1
    1	3	4	-9	0	-18	16	0.85	-6
COc1ccc(CNC(=O)Oc2ccccc2)cc1Cl
    -2	7	-5	5	-18	6	-4	0.24	3
COc1ccc(C(=O)NC2CCN(C(=O)NC3CCCCC3)CC2)cc1
    4	-1	-21	6	8	2	-3	0.23	5
CC(=O)NCCOc1cccc2cccnc12
    0	5	-4	-1	2	-9	8	-0.38	-4
Cc1ccc2nc(NC(=O)CN(C)S(=O)(=O)c3cccc4nsnc34)sc2c1
    3	6	9	1	0	-4	5	0.91	-4
CCCCNC(=O)c1ccccc1C(=O)NCCCC
    -2	7	-13	2	13	2	-2	0.08	-8
CN(c1ccc(C(=O)NC2CC2)cc1)S(=O)(=O)c1ccccc1
    -1	5	7	-4	1	-9	4	-0.08	-12
COc1ccc(NC(=O)/C(Cl)=C(/Cl)S(=O)Cc2ccccc2)cn1 (stereo not given)
    -3	8	8	9	8	-8	7	-0.07	-6
CCC(C)(C)n1nnnc1C(C(C)C)N1CCN(C)CC1 (stereo not given)
    -4	8	11	10	0	-6	4	0.26	-4
CCCNC(=O)COC(=O)c1ccc(OCC(=O)Nc2ccccc2OC)c(OC)c1
    6	0	6	5	-33	-12	10	1.1	-7
O=C(COC(=O)c1n[nH]c2ccccc12)Nc1ccc(S(=O)(=O)N2CCCC2)cc1
    -1	-1	-4	-6	8	-3	1	-2.8	-4
COc1cccc(N2C(=O)C3CCCN3C2c2ccc(Cl)cc2)c1 (stereo not given)
    1	6	1	3	-29	-7	6	.	4
CCOc1c(Cl)cc(Cl)cc1CNCCNCCO
    -7	2	-8	-3	41	-3	5	0.93	-5
CC(C)CNS(=O)(=O)c1ccc(CCC(=O)NCC2CCCO2)cc1 (stereo not given)
    -3	1	13	0	-16	-2	-1	-0.24	-2
Cc1ccc(N2C(=O)C(Cl)=C(NCCO)C2=O)c(C)c1
    0	4	-10	-12	-10	-1	2	-1.2	-14
COc1cccc(Oc2nc3ncn(Cc4ccccc4)c3c(=O)n2C)c1
    -1	4	3	2	16	-2	1	-0.51	-9
COC(=O)c1ccc(/C=N/NC(=O)CC(=O)NC(C)C)cc1
    -1	5	6	0	-18	1	3	0.05	-10
CS(=O)(=O)NCc1ccc(C(=O)NCCOc2ccccc2)cc1
    0	3	4	-4	-16	-1	1	0.06	-16
CC(C)n1c(N2CCN(C(=O)NCc3ccccc3)CC2)nc2ccccc21
    3	6	33	-1	1	-9	7	-0.48	-8
CCCNC(=O)C(Cc1ccccc1)NS(=O)(=O)c1ccc2c(c1)CCC(=O)N2 (stereo not given)
    -2	10	-6	2	20	3	-4	.	1
CC(=O)Nc1ccc(Oc2nc(C)cc(C)n2)cc1
    0	9	15	3	1	3	-1	0.23	-10
CCCCc1nc(SCC(=O)Nc2cc(C)on2)n[nH]1
    -3	0	4	1	8	-30	30	0.17	0
CCOc1ccccc1CNCCN1CCOCC1
    -4	8	13	8	0	0	4	0.14	-12
COc1ccccc1N(CC(=O)NCc1ccccc1)S(C)(=O)=O
    4	7	-8	4	8	0	3	1.4	-10
COc1cc(C(=O)OCC(=O)Nc2cc(C)on2)ccc1OCc1ccccc1Cl
    1	9	5	3	3	2	-3	-0.45	-5
Cc1ccc(S(=O)(=O)N2c3ccccc3NC(=O)CC2C)cc1 (stereo not given)
    -2	8	29	-2	-7	1	1	0.89	-9

Single records (already shown). Values in the order: FAK blocker	Rev-RRE block	F-actin modifier	EphB4 ephrin blk	PLK1 PBD inh	LYP inh 2	LYP act	PTK2B oligo ant	PLK1 kinase inh
CO/N=C(/c1nonc1N)N1CCN(c2ccc([N+](=O)[O-])cc2)CC1 is entered as -1	-3	3	-1	3	-5	8	0.23	-7
CC(=O)NCCOc1cccc2cccnc12 is entered as 0	5	-4	-1	2	-9	8	-0.38	-4

Next part.
Below each SMILES: FAK blocker	Rev-RRE block	F-actin modifier	EphB4 ephrin blk	PLK1 PBD inh	LYP inh 2	LYP act	PTK2B oligo ant	PLK1 kinase inh
CCOc1cc(C(=O)NC(C)c2ccncc2)cc(OCC)c1OCC (stereo not given)
    -2	1	-1	6	8	-8	4	0.54	-13
CC(Oc1ccc(Cl)cc1Cl)C(=O)N(Cc1ccco1)C1CCS(=O)(=O)C1 (stereo not given)
    0	8	-18	-8	14	-27	24	-0.3	0
CC(C)CCNC(=O)C1CCC(=O)N1C(C)C (stereo not given)
    -3	8	-11	7	-12	4	-2	-0.27	-6
CCCCOC(=O)NC1CCS(=O)(=O)C1 (stereo not given)
    -1	-2	-15	-2	-4	3	-2	-0.18	-8
CC1CCCCN1CCNC(=O)c1cc2c(-c3ccccc3F)nn(C)c2s1 (stereo not given)
    4	2	3	0	2	7	-10	.	-4
COc1ccc(-c2nc(CS(=O)CC(=O)NCc3cccnc3)c(C)o2)cc1OC (stereo not given)
    -3	1	.	-7	2	.	.	.	78*
N#CC1(c2c(O)nc3n(c2=O)CCCS3)CCCCC1
    4	10	10	4	-20	0	-2	0.92	-19
O=C(N/N=C/c1ccco1)c1cc(-c2ccccc2)n[nH]1
    0	0	4	3	15	-8	7	-0.22	1
O=C(CSc1ccc2nnc(-c3ccccn3)n2n1)N1CCOCC1
    -2	7	-2	-1	-44	-1	0	.	-5
CCc1ccc(NC(=O)c2cc(-c3ccc(OC)cc3)on2)cc1
    1	6	2	2	31	-9	10	0.23	-8
Oc1ccc(-c2nnc(SCC3CCCCC3)o2)cc1
    3	17	-16	2	-7	-10	9	-1.8	-10
COc1cc(OC)nc(NC(=O)CCl)n1
    0	4	11	-4	-1	-2	1	0.26	-10
Cc1ccc(-n2c(Cc3cccs3)nnc2SCC(=O)Nc2ccc(F)c(F)c2)cc1
    5	8	19	6	-9	0	3	-2.3	17
O=c1c2ccccc2sn1-c1cc(S(=O)(=O)N2CCOCC2)ccc1N1CCOCC1
    0	-1	.	-2	-24	-9	9	1.3	-18
Cc1cc(=O)n(C)c(=O)n1CCCNc1ccccc1
    6	9	-15	2	-31	-8	13	0.45	-11
Cc1nnc2c3ccccc3c(-c3cccc4ccccc34)nn12
    -2	4	14	-2	5	4	-5	0.56	-1
Oc1cc2ccccc2cc1-c1n[nH]c(=S)o1
    -1	6	31	7	-15	0	-1	0.48	-18
Cn1c(N)c(C(=O)CSc2nc(N)cc(=O)[nH]2)c(=O)n(C)c1=O
    1	3	21	-2	-5	-4	2	-0.25	-1
CCOC(=O)N/C(N)=N/c1nc2ccccc2s1
    7	7	-11	8	-2	-2	0	-0.22	3
O=C(c1ccc(NS(=O)(=O)c2ccccc2)cc1)N1CCN(Cc2ccc3c(c2)OCO3)CC1
    9	3	19	-3	-12	-7	6	0.29	-8
N#Cc1cc2c(nc1SCC(=O)NCc1ccc3c(c1)OCO3)CCCCC2
    3	9	36	4	-2	6	-8	-1.3	-3
O=C(Nc1ccc2oc(-c3ccccc3)nc2c1)c1ccc2c(c1)OCCO2
    -6	8	29	10	1	-3	2	-0.47	-29
CCN(CC)c1nc2ccccc2[nH]1
    -1	3	-9	3	11	2	1	-0.36	-6
Cc1cccc(N2CCN(C(=O)c3ccc(N4CCCC4=O)cc3)CC2C)c1 (stereo not given)
    1	5	6	11	-4	-2	0	0.25	-6
O=C(c1ccc(Cl)cc1)c1cc(-c2ccccn2)c(N2CCOCC2)s1
    2	10	-10	0	-6	1	2	0.01	-7
O=C(CCCNS(=O)(=O)c1cccc2nsnc12)N1CCCCC1
    -7	2	-6	-6	3	2	-2	0.22	-6
CC(C)C(c1nnnn1Cc1ccc2c(c1)OCO2)N1CCN(c2ccccc2)CC1 (stereo not given)
    2	4	-14	2	14	-3	0	-2.4	-6
COc1cc2c(cc1NC(=O)c1ccc(C(C)(C)C)cc1)CCCC2
    5	24	-2	5	8	12	-7	-0.93	-5
CNC(=S)NNC(=O)c1sccc1OCc1ccccc1
    2	3	16	0	-11	11	-8	0.06	-14
CCCCCCC(C)n1cc(C(C)=O)c(=O)[nH]c1=O (stereo not given)
    0	4	9	4	7	0	3	-0.36	0
Cc1ccc(SCCC(=O)N2CCOCC2)cc1
    -1	2	4	-2	9	6	-6	0.53	-15
C=CCN=C1SC(C)C(=O)N1S(=O)(=O)c1ccccc1 (stereo not given)
    -2	7	-2	4	-3	-2	0	2.8	-12
Cc1ccc(-c2csc3ncnc(SCC(=O)c4ccc5c(c4)OCCO5)c23)cc1
    10	13	-4	3	2	8	-4	0.07	-10
CCC(C)(C)C(=O)Nc1ccc(OC)cc1[N+](=O)[O-]
    2	8	2	3	-2	9	-4	0.43	1
COC(=O)COc1ccc2c(-c3ccc(OC)cc3)cc(=O)oc2c1
    -1	11	2	-6	6	1	2	0.98	0
CCC(C)c1ccc(NC(=O)c2cccnc2)cc1 (stereo not given)
    2	7	-4	4	-10	-12	9	-0.47	-14
CCOc1ccccc1-c1nc(-c2cccc(Br)c2)no1
    1	13	2	-4	-1	3	-4	-0.33	-5
COc1cccc(N2C(=O)N(c3ccccc3Cl)C3CS(=O)(=O)CC32)c1 (stereo not given)
    0	5	19	4	9	-11	9	0.44	-11
O=C(N/N=C/C(Br)=C/c1ccccc1)c1n[nH]c2c1CCC2
    3	6	13	10	11	-10	9	-1.9	2
O=C(COC(=O)c1n[nH]c2ccccc12)NCc1ccccc1
    3	2	8	2	-6	4	-2	0.19	-9
O=c1nc(-c2ccccc2)n(-c2ccccc2)c2ncccc12
    7	3	-5	-3	21	2	2	0.07	-11
COc1ccc(S(=O)(=O)Nc2ccc(F)cc2)c(C)c1C
    1	9	1	6	6	11	-8	-2.5	-7
CCCCCOC(=O)CSc1nnc(-c2ccccc2)c(=O)[nH]1
    -3	2	-19	-3	-26	-1	-1	1.8	-14
CCOC(=O)COn1c(=O)c(=O)n(OC)c2ccccc21
    0	6	-28	-9	-2	-3	2	0.41	-12
O=C(O)C1C2C=CC3(CN(C/C=C/c4ccccc4)C(=O)C13)O2 (stereo not given)
    -1	8	-3	-5	-41	1	-3	0.38	2
O=C1CC(c2ccco2)CC(O)=C1C=NCCO (stereo not given)
    1	6	-3	-2	0	-15	14	0.94	-9
CCOC(=O)c1cccc(S(=O)(=O)N(CCO)Cc2cc3cc(OC)ccc3[nH]c2=O)c1
    -2	-2	11	4	-6	-7	4	-0.09	-7
O=C(Nc1ccccc1N1CCCCC1)c1ccc(N2C(=O)c3ccccc3C2=O)cc1
    -1	8	-12	0	-18	2	-2	-0.96	-2
O=C(CCn1nc(-c2ccc(Cl)cc2)ccc1=O)NCc1ccccn1
    4	4	23	-5	-26	-5	2	0.78	-5

2 entries picked at random from the list so far:
Below each SMILES: FAK blocker	Rev-RRE block	F-actin modifier	EphB4 ephrin blk	PLK1 PBD inh	LYP inh 2	LYP act	PTK2B oligo ant	PLK1 kinase inh
O=C(c1ccc(Cl)cc1)c1cc(-c2ccccn2)c(N2CCOCC2)s1
    2	10	-10	0	-6	1	2	0.01	-7
O=C1CC(c2ccco2)CC(O)=C1C=NCCO (stereo not given)
    1	6	-3	-2	0	-15	14	0.94	-9

Bioassay records (PubChem BioAssay)
